High-throughput results (PubChem BioAssay)
GC-B act = GC-B (human) receptor activation. 0.11% of 370,000 active. HEK293-GC-B cells, CNP EC30, cGMP TR-FRET; 0% at EC30 CNP, 100% saturating CNP. activation, % at 10 µM. P20594. AID 1920062;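 active = activation at 10 µM reaching about 35% in either raw or pattern-adjusted values, limit read from the data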
TDP2 inh = blocks human TDP2 phosphodiesterase activity. O95551. recombinant TDP2, T5PNP hydrolysis, p-nitrophenol absorbance 415 nm. inhibition, % at 12.8 µM. 0.34% of 370,000 active;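 active = inhibition above the mean of all tested compounds plus 3 SD, set per campaign, cut at about 25% in these data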;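 also: 0% = DMSO with enzyme and 100% = buffer with substrate but no TDP2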
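Assay system: recombinant human TDP2 / Reagent: T5PNP substrate at 5 mM, a TopII-DNA adduct mimic / Measured by: epi absorbance from released p-nitrophenol / Evaluation: % inhibition relative to enzyme-containing and enzyme-free wells / Control set: enzyme-free and DMSO wells / Replicates: each compound tested once, singlicate / Schedule: enzyme reaction with compound for 2 h at 37 °C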
TCR-CD3 inh = inhibitors of human TCR-CD3 interaction | TAMRA-labeled TCR probe fluorescence, biochemical | inhibition, % at 9.4 µM | 0.37% of 360,000 active | AID 651800; in the data active = inhibition above about 19%;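 also: recombinant mutant TCR 2C K166C tagged with TAMRA read by polarization; 0% = receptor in buffer alone and 100% = receptor with positive control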
SIAE inh = blocks human sialic acid acetylesterase. Q9HAT2. SIAE FP-Rh probe binding, fluorescence polarization. inhibition, % at 9.66 µM. 0.69% of 370,000 active;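 active = inhibition above a cutoff: mean of compounds within the control limits plus 3 SD of those, cut at about 17% in these data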;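 also: 0% = plate median of compound wells and 100% = probe without SIAE protein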
Target sequence (Q9HAT2 whole entry, looked up): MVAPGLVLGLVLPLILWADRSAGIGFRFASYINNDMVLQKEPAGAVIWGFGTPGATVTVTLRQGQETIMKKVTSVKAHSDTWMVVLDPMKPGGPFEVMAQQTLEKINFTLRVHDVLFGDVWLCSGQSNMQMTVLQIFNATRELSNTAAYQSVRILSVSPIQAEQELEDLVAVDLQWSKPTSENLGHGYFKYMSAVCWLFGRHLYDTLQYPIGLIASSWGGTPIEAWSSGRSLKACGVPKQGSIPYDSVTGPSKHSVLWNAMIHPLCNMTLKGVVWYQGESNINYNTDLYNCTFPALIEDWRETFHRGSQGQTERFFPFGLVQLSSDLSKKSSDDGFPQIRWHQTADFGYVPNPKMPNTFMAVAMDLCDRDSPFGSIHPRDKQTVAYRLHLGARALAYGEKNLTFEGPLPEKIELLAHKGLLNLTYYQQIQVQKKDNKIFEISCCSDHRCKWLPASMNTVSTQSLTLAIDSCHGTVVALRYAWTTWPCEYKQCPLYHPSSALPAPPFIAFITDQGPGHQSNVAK
MBD2 inh = MBD2-methylated oligo binding inhibition | Q9UBB5 | TR-FRET, MBD2 binding to methylated oligonucleotide | inhibition, % at 4.4 µM | 0.31% of 370,000 active; in the data active = inhibition above about 13%
PRMT1 FP inh = blocks human protein arginine methyltransferase 1; recombinant PRMT1, activity-based probe fluorescence polarization; 1.3% of 370,000 active; Q99873; inhibition, % at 2.79 µM;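 active = inhibition above about 21% made by adding two undisclosed values, limit read from the data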
LEDGF integ inh = blocks HIV-1 LEDGF/p75-dependent DNA integration | TR-FRET IN-LEDGF/p75 DNA integration, Eu/Cy5 | 0.64% of 370,000 active | AID 743269 | inhibition, % at 3.7 µM;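 active = inhibition above the screen-wide mean plus 3 SD, cut at about 13% in these data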;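 also: signal is the Cy5 over europium emission ratio at 671 and 618 nm; 0% = plate median of compound wells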
HTRA1 inhibitor = blocks human HTRA1 serine peptidase | recombinant HTRA1, FP-rhodamine activity-based probe, fluorescence polarization | Q92743 | inhibition, % at 5.96 µM | 0.5% of 340,000 active; in the data active = inhibition above about 36%;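 also: 0% = enzyme with DMSO and 100% = wells lacking enzyme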
rCAG binder = binds r(CAG) RNA repeats. r(CAG) RNA repeat, TO-PRO-1 dye displacement fluorescence. inhibition, % at 3 µM. 1.3% of 370,000 active. AID 651821;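 active = inhibition above the plate cutoff, the mean of all test compounds on that plate plus 3 SD, cut at about 35% in these data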;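 also: 0% = DMSO alone and 100% = 100 µM mitoxantrone as full dye displacement; higher means more dye released from RNA so lower well fluorescence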
mABHD4 FP = ABHD4 (mouse) inhibition, primary FP screen; inhibition, % at 8.92 µM; AID 720543; 0.54% of 370,000 active; Q8VD66; purified mABHD4, FP-Rh probe fluorescence polarization;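 active = inhibition exceeding the mean over every tested compound plus 3 SD, cut at about 30% in these data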;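 also: 0% = plate median of compound wells and 100% = S159A mutant with DMSO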
Target sequence (Q8VD66 whole entry, looked up): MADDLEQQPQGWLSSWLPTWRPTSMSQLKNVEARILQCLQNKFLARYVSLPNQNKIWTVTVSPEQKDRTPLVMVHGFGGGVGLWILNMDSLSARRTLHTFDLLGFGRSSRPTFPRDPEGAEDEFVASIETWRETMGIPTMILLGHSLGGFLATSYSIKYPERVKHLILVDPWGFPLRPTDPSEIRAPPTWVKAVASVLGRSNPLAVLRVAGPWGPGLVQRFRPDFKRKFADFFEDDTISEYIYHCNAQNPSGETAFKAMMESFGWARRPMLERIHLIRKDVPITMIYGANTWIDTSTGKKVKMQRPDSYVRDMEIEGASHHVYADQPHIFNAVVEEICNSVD
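Assay system: mABHD4 protein; medium: HEPES pH 7.0, NaCl, Pluronic buffer; dosing: 8.92 µM, single dose; schedule: 45 min + 60 min at 25 °C; signal: FP readout, ex 525 nm / em 598 nm; read-out: normalized percent inhibition of probe labeling; repeats: single replicate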
The depositor's hits bear a star. Not all compounds are listed; count on the stated rates, not on these rows.

For CCc1nnc(NC(=O)c2ccc3ncsc3c2)s1 the results were GC-B act -1, TDP2 inh -4, TCR-CD3 inh -3, SIAE inh 1, MBD2 inh 0, PRMT1 FP inh 6, LEDGF integ inh 12, HTRA1 inhibitor -2, rCAG binder 3 and mABHD4 FP 1.
Screening Cc1cc(C)nc(N2CCC(C(=O)NC3CC3)CC2)n1 returned GC-B act 7, TDP2 inh 8, TCR-CD3 inh -6, SIAE inh -2, MBD2 inh -2, PRMT1 FP inh 1, LEDGF integ inh -2, HTRA1 inhibitor 4, rCAG binder -2 and mABHD4 FP 6.
Screening COc1ccc(CC(=O)NCc2ccccn2)cc1OC returned GC-B act 8, TDP2 inh -6, TCR-CD3 inh 4, SIAE inh 0, MBD2 inh -3, PRMT1 FP inh -4, LEDGF integ inh 2, HTRA1 inhibitor 5, rCAG binder 3 and mABHD4 FP -11.
`CCOc1cccc2cc(-c3csc(NC(=O)CCC(=O)NCCN4CCCCC4C)n3)c(=O)oc12` (centres undefined) gave GC-B act 2, TDP2 inh 2, TCR-CD3 inh 2, SIAE inh -3, MBD2 inh -2, PRMT1 FP inh 0, LEDGF integ inh -5, HTRA1 inhibitor 0, rCAG binder 5 and mABHD4 FP 4.
Screening C=CCONC(=O)c1cc(OCC(F)(F)F)ccc1OCC(F)(F)F returned GC-B act -4, TDP2 inh -3, TCR-CD3 inh 11, SIAE inh -3, MBD2 inh -2, PRMT1 FP inh 0, LEDGF integ inh 4, HTRA1 inhibitor 5, rCAG binder -5 and mABHD4 FP -2.
`Cc1nnc(N(C)C(=O)c2ccncc2)s1` gave GC-B act 3, TDP2 inh 2, TCR-CD3 inh 0, SIAE inh -5, MBD2 inh 4, PRMT1 FP inh 0, LEDGF integ inh -4, HTRA1 inhibitor 4, rCAG binder -4 and mABHD4 FP 4.
Screening COc1ccc(S(=O)(=O)Cc2ccc(C(=O)NC(C)C)o2)cc1 returned GC-B act 6, TDP2 inh 4, TCR-CD3 inh 2, SIAE inh 1, MBD2 inh -3, PRMT1 FP inh -6, LEDGF integ inh 4, HTRA1 inhibitor 3, rCAG binder -1 and mABHD4 FP 1.
Screening N#Cc1nc(COc2ccccc2Cl)oc1N1CCCCCC1 returned GC-B act 8, TDP2 inh 1, TCR-CD3 inh 1, SIAE inh 5, MBD2 inh 2, PRMT1 FP inh 0, LEDGF integ inh 0, HTRA1 inhibitor 9, rCAG binder 0 and mABHD4 FP -5.
`COc1ccc(N(CC(=O)NCC2CCCO2)S(=O)(=O)c2c(C)noc2C)cc1` (centres undefined) gave GC-B act 6, TDP2 inh -8, TCR-CD3 inh 4, SIAE inh 8, MBD2 inh 1, PRMT1 FP inh -3, LEDGF integ inh -1, HTRA1 inhibitor 8, rCAG binder -3 and mABHD4 FP -3.
Screening c1ccn2cc(CSc3nnc4ccccn34)nc2c1 returned GC-B act 9, TDP2 inh 7, TCR-CD3 inh 9, SIAE inh 6, MBD2 inh -4, PRMT1 FP inh -1, LEDGF integ inh 2, HTRA1 inhibitor -4, rCAG binder -1 and mABHD4 FP 5.

For convenience, 2 of the compounds above:
`Cc1nnc(N(C)C(=O)c2ccncc2)s1` gave GC-B act 3, TDP2 inh 2, TCR-CD3 inh 0, SIAE inh -5, MBD2 inh 4, PRMT1 FP inh 0, LEDGF integ inh -4, HTRA1 inhibitor 4, rCAG binder -4 and mABHD4 FP 4.
Screening COc1ccc(S(=O)(=O)Cc2ccc(C(=O)NC(C)C)o2)cc1 returned GC-B act 6, TDP2 inh 4, TCR-CD3 inh 2, SIAE inh 1, MBD2 inh -3, PRMT1 FP inh -6, LEDGF integ inh 4, HTRA1 inhibitor 3, rCAG binder -1 and mABHD4 FP 1.

Further compounds follow.
c1ccc(-c2nnc3n2-c2ccccc2SC3)cc1 was read as GC-B act 1, TDP2 inh -8, TCR-CD3 inh 5, SIAE inh 0, MBD2 inh 2, PRMT1 FP inh 1, LEDGF integ inh -1, HTRA1 inhibitor 3, rCAG binder -1 and mABHD4 FP 0.
Cc1ccc(CN2CCN(Cc3ccc(O)cc3)CC2CCO)o1 (centres undefined) was read as GC-B act 4, TDP2 inh 5, TCR-CD3 inh 6, SIAE inh 6, MBD2 inh 1, PRMT1 FP inh -8, LEDGF integ inh 4, HTRA1 inhibitor 13, rCAG binder -2 and mABHD4 FP 0.
For COc1ccc(N2C(=O)c3ccccc3C2O)cc1 (centres undefined) the results were GC-B act 4, TDP2 inh -7, TCR-CD3 inh -10, SIAE inh 0, MBD2 inh 1, PRMT1 FP inh 5, LEDGF integ inh -2, HTRA1 inhibitor 5, rCAG binder -2 and mABHD4 FP -1.
Screening CCCCC(c1nnnn1CCOC)N1CCN(C(=O)c2ccco2)CC1 (centres undefined) returned GC-B act 0, TDP2 inh 5, TCR-CD3 inh 4, SIAE inh -1, MBD2 inh 0, PRMT1 FP inh 2, LEDGF integ inh 0, HTRA1 inhibitor 1, rCAG binder -5 and mABHD4 FP 3.
Screening CCOc1ccc(NC(=O)CN(C)C(=O)c2ccc(=O)[nH]c2)cc1OCC returned GC-B act 4, TDP2 inh 0, TCR-CD3 inh -7, SIAE inh 1, MBD2 inh 3, PRMT1 FP inh 2, LEDGF integ inh -1, HTRA1 inhibitor 5, rCAG binder -5 and mABHD4 FP -1.
Screening Cc1c(O)c(CN2CCCCC2)cc2c3c(c(=O)oc12)CCC3 returned GC-B act 3, TDP2 inh 6, TCR-CD3 inh 1, SIAE inh -2, MBD2 inh -1, PRMT1 FP inh 0, LEDGF integ inh -1, HTRA1 inhibitor 1, rCAG binder 0 and mABHD4 FP -2.
Screening COc1ccc(C(=O)OCC(=O)c2cc(C)n(CC3CCCO3)c2C)cc1[N+](=O)[O-] (centres undefined) returned GC-B act 4, TDP2 inh 7, TCR-CD3 inh -2, SIAE inh 7, MBD2 inh 3, PRMT1 FP inh 0, LEDGF integ inh 1, HTRA1 inhibitor -6, rCAG binder 5 and mABHD4 FP -1.
Screening COc1ccc(NC(=O)C(c2ccccc2)c2ccccc2)cn1 returned GC-B act -7, TDP2 inh 1, TCR-CD3 inh 1, SIAE inh 1, MBD2 inh 5, PRMT1 FP inh 0, LEDGF integ inh 1, HTRA1 inhibitor -10, rCAG binder 0 and mABHD4 FP -6.
For CCN1C[C@@H]2[C@@H]3C(=O)N(C)C(=O)[C@@H]3[C@](C)(C1=O)N2C(=O)c1ccc(C)cc1 the results were GC-B act 4, TDP2 inh 11, TCR-CD3 inh 5, SIAE inh 10, MBD2 inh 1, PRMT1 FP inh -2, LEDGF integ inh -4, HTRA1 inhibitor -7, rCAG binder 4 and mABHD4 FP 1.
Screening CCOc1ccc(Oc2c(Cl)c(Br)nn(Cc3cccc4ccccc34)c2=O)cc1 returned GC-B act -7, TDP2 inh -7, SIAE inh 10, MBD2 inh 7, PRMT1 FP inh 1, LEDGF integ inh 2, rCAG binder 7 and mABHD4 FP -1.
For O=C(NCC12CC3CC(CC(C3)C1)C2)c1cc2n(n1)C(C(F)(F)F)CC(c1ccco1)N2 (centres undefined) the results were GC-B act 0, TDP2 inh 4, TCR-CD3 inh -6, SIAE inh 1, MBD2 inh 4, PRMT1 FP inh -1, LEDGF integ inh 1, HTRA1 inhibitor -11, rCAG binder -4 and mABHD4 FP 3.
`CCOc1ccccc1CN1CCC(n2nccc2NC(=O)CCc2ccccc2)CC1` gave GC-B act -1, TDP2 inh -8, TCR-CD3 inh 0, SIAE inh 1, MBD2 inh 6, PRMT1 FP inh -1, LEDGF integ inh -4, HTRA1 inhibitor 2, rCAG binder -7 and mABHD4 FP 4.
`Cc1ccc(C(=O)c2cc([N+](=O)[O-])ccc2N2CC(C)OC(C)C2)cc1` (centres undefined) gave GC-B act -5, TDP2 inh 9, TCR-CD3 inh 0, SIAE inh 0, MBD2 inh -2, PRMT1 FP inh 0, LEDGF integ inh 4, HTRA1 inhibitor -2, rCAG binder -1 and mABHD4 FP -4.
For COc1ccccc1CNC(=O)CC(NS(=O)(=O)c1ccc(C)cc1)c1ccco1 (centres undefined) the results were GC-B act 2, TDP2 inh -20, TCR-CD3 inh 0, SIAE inh 7, MBD2 inh 3, PRMT1 FP inh 0, LEDGF integ inh 2, HTRA1 inhibitor -6, rCAG binder -3 and mABHD4 FP -6.
For C=CCNC(=S)N/N=C(\C)c1cccc(OC)c1 the results were GC-B act 1, TDP2 inh -3, TCR-CD3 inh 2, SIAE inh -5, MBD2 inh 2, PRMT1 FP inh 0, LEDGF integ inh 2, HTRA1 inhibitor 1, rCAG binder -1 and mABHD4 FP 9.
`COc1cccc(CN2CCC2(C)C(=O)NCc2cccc(C(F)(F)F)c2)c1OC` (centres undefined) gave GC-B act 7, TDP2 inh -1, TCR-CD3 inh -2, SIAE inh -4, MBD2 inh -5, PRMT1 FP inh 0, LEDGF integ inh 0, rCAG binder 0 and mABHD4 FP 0.
`CCCN(CC(=O)Nc1ccc(Cl)cc1Cl)C(=O)c1ccc(=O)[nH]c1` gave GC-B act 4, TDP2 inh -4, TCR-CD3 inh 3, SIAE inh 1, MBD2 inh -7, PRMT1 FP inh -1, LEDGF integ inh 3, HTRA1 inhibitor -2, rCAG binder -1 and mABHD4 FP -2.
Screening CCOC(=O)C1(C)CCCN(C(=O)c2ccc(OC)c(OC)c2)C1 (centres undefined) returned GC-B act 1, TDP2 inh 4, TCR-CD3 inh 1, SIAE inh 1, MBD2 inh 1, PRMT1 FP inh 1, LEDGF integ inh -1, rCAG binder 0 and mABHD4 FP -1.
CC(C)(C)c1ccc(NC(=O)c2ccccc2)c([N+](=O)[O-])c1 was read as GC-B act -2, TDP2 inh 6, TCR-CD3 inh 4, SIAE inh 2, MBD2 inh 1, PRMT1 FP inh -2, LEDGF integ inh 5, HTRA1 inhibitor -6, rCAG binder 4 and mABHD4 FP -2.
COc1ccc(CC(=O)Nc2cc(Cl)ccc2O)cc1 was read as GC-B act 2, TDP2 inh -13, TCR-CD3 inh 5, SIAE inh -6, MBD2 inh -4, PRMT1 FP inh -1, LEDGF integ inh -3, HTRA1 inhibitor -20, rCAG binder 4 and mABHD4 FP -5.
`COc1ccccc1NC(=O)c1ccc(COc2ccccc2OC)o1` gave GC-B act 1, TDP2 inh 2, TCR-CD3 inh -6, SIAE inh 0, MBD2 inh -4, PRMT1 FP inh -2, LEDGF integ inh 4, HTRA1 inhibitor -3, rCAG binder -4 and mABHD4 FP -3.
Screening Cc1ccc([N+](=O)[O-])cc1NC(=O)CN(C(=O)c1ccc(Cl)cc1)C1CCCCC1 returned GC-B act -5, TDP2 inh 5, TCR-CD3 inh 2, SIAE inh 2, MBD2 inh 1, PRMT1 FP inh -3, LEDGF integ inh 4, HTRA1 inhibitor -10, rCAG binder 8 and mABHD4 FP -6.
O=C(c1cc(COc2ccc(F)c(F)c2)on1)N1CCSCC1 was read as GC-B act -1, TDP2 inh 2, TCR-CD3 inh -1, SIAE inh 1, MBD2 inh 2, PRMT1 FP inh 0, LEDGF integ inh -4, HTRA1 inhibitor -1, rCAG binder -9 and mABHD4 FP 0.
